PGK inhibitor = T. brucei PGK inhibition | P07378 | PGK/GAPDH coupled, Kinase-Glo luminescence, 60 min | Potency, µM (top dose mostly 57.5 µM), without a hit: top-dose activity change, negative = inhibition, most hits filed as inhibitors | 380,000 compounds, 0.043% hits; also: potency is read from the fitted curve at half-maximal effect; % is scaled to controls: 0 for no effect and ±100 for the full control effect; nearly all actives have a fitted effect of over 60% in size
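Luminescent ATP detection (Kinase-Glo Plus) follows a 60-minute room-temperature incubation, with wells lacking PGK as controls. Buffer: 100 mM TEA (pH 7.6), 5 mM MgCl2, 0.01% Tween-20. Coupling enzyme GAPDH (100 nM final) supplies unstable 1,3-BPG in-well.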
Pol eta inh = inhibitors of human DNA polymerase eta | Q9Y253 | recombinant Pol eta, fluorescent DNA replication assay | Potency, µM (highest dose often 114 µM), inactives show at the highest dose activity change, negative = inhibition, hits mostly inhibitors | 390,000 compounds, 1.2% hits | AID 588591; also: potency is read from the fitted curve at half-maximal effect; % is scaled to controls: 0 for no effect and ±100 for the full control effect
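Pol eta (10 nM) was preincubated with compounds for 15 min at room temperature, after which fluorescent replication substrate (50 nM final) was added to start the reaction. Fluorescence was read kinetically at 0 and 10 min.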
Anesthetic bind = binds horse apoferritin like a general anesthetic; Potency, µM (top dose mostly 77.5 µM), for the others: at the highest dose activity change, negative = displacement, usual class: inhibitors; AID 485281; apoferritin/1-aminoanthracene competitive binding, fluorescence; P02791; 350,000 compounds, 0.074% hits; also: potency is read from the fitted curve at half-maximal effect; % is scaled to controls: 0 for no effect and ±100 for the full control effect; nearly all actives have a fitted effect of over 20% in size
Target sequence (P02791 2-175 limits assumed): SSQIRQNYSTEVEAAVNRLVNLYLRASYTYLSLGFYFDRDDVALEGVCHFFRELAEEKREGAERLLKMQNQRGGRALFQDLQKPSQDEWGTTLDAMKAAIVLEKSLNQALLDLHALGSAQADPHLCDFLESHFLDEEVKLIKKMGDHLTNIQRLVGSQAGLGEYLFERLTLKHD
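Horse-spleen apoferritin (10 uM) was mixed with 50% saturated 1-aminoanthracene in PBS, exposed to compounds for 10 min at room temperature, and read for fluorescence (ex 380 nm, em 535 nm). Competitive displacement was fitted with a four-parameter Hill equation.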
APEX1 inh = APE1 (human) endonuclease inhibition; P27695; recombinant APE1, TAMRA/BHQ-2 abasic DNA cleavage fluorescence; Potency, µM (series often up to 65.8 µM), inactives show top-dose activity change, negative = inhibition, actives largely listed as inhibitors; 350,000 compounds, 0.35% hits; AID 2517;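 also: potency is read from the fitted curve at half-maximal effect; plate controls were vehicle for no effect and reference inhibitor for full effect; nearly all actives have a fitted effect of over 55% in size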
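Substrate: short duplex with […] THF abasic site, 5'-TAMRA and 3'-BHQ-2, 50 nM final. APE1 at 0.75 nM, preincubated 15 min RT with compound. Fluorescence increase from first to third read measured activity.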
POLB inh = inhibitors of human DNA polymerase beta; Pol beta primer extension/strand displacement, fluorescence kinetic; Potency, µM (top dose mostly 114 µM), for the others: top-dose activity change, negative = inhibition, hits mostly inhibitors; 340,000 compounds, 1.3% hits; also: potency is read from the fitted curve at half-maximal effect; % is scaled to controls: 0 for no effect and ±100 for the full control effect
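Pol beta (10 nM) was preincubated with compound for 15 min at room temperature. The reaction was then started with 50 nM substrate and read immediately and after a further 10 min at room temperature.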
BLM helicase inh = inhibitors of human Bloom syndrome helicase BLM. recombinant BLM DNA unwinding, fluorescence dequenching. Potency, µM (top dose mostly 56.1 µM), for the others: top-dose activity change, negative = inhibition, hits mostly inhibitors. 350,000 compounds, 0.2% hits;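 also: potency is read from the fitted curve at half-maximal effect; plate controls were vehicle for no effect and no enzyme for full effect; nearly all actives have a fitted effect of over 35% in size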
RXFP1 antag = antagonists of human relaxin receptor RXFP1. Q9HBX9. HEK293-RXFP1, relaxin-stimulated cAMP HTRF, 30 min; active compounds read low. activity change, negative = inhibition, % at 57.5 µM. 350,000 compounds, 0.59% hits. AID 1259400;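 active = activity change of -60% or lower, but not beyond a set lower limit; inconclusive = change between -60% and -40%, or beyond the set limit; inactive = change above -40%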; also: % is scaled to controls: 0 for no effect and ±100 for the full control effect
Pol iota inh = blocks human DNA polymerase iota activity; Q9UNA4; Pol iota fluorescent replication assay, 10 min; Potency, µM (titrated, usually from 115 µM), inactives show top-dose activity, negative = inhibition, hits mostly inhibitors; 390,000 compounds, 1% hits; also: potency is read from the fitted curve at half-maximal effect
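Fluorescent replication assay read twice, at 0 min and 10 min after adding 50 nM (final) substrate. Enzyme (10 nM) and compounds were first incubated 15 min at room temperature; enzyme-free buffer wells were negative controls.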
POLK inh = blocks human DNA polymerase kappa activity. Q9UBT6. purified Pol kappa, fluorescent DNA synthesis assay, 10 min. Potency, µM (highest dose often 107 µM), for the others: at the top dose activity, negative = inhibition, usual class: inhibitors. 400,000 compounds, 0.53% hits. AID 588579; also: potency is read from the fitted curve at half-maximal effect; % is scaled to controls: 0 for no effect and ±100 for the full control effect
Target sequence (Q9UBT6 whole entry, looked up): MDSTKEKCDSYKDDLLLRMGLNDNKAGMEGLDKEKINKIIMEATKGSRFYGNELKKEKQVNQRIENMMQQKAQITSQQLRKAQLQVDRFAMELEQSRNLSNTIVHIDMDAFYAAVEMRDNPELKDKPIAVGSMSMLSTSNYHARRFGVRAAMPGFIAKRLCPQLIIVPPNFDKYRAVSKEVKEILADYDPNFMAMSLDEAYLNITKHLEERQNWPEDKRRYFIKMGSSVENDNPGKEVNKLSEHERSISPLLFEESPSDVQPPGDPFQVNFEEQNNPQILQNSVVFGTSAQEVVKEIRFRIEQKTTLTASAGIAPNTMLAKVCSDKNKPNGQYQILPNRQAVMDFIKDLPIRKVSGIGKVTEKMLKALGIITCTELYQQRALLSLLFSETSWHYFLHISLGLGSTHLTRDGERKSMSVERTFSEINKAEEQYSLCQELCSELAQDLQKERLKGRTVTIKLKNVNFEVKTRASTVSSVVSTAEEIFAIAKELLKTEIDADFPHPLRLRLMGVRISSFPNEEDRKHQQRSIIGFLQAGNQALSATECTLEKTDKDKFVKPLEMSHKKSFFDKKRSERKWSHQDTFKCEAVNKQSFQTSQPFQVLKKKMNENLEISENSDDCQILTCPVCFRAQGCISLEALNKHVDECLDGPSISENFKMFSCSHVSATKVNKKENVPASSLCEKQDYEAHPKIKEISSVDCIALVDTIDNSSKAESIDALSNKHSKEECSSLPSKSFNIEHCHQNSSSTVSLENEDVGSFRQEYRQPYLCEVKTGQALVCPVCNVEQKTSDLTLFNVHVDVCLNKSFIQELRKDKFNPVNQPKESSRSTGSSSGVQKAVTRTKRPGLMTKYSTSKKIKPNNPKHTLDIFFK
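Inhibition of 10 nM Pol kappa is measured by a fluorescent read-out at 0 and 10 min following addition of 50 nM substrate (final), with a 15-min room-temperature compound preincubation.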
* marks the source's active call; other numbers are inactive results; i = inactive; ? = inconclusive; / = no result given; & = joins results of further samples; [ ] = dose if it differs, or a comment. Unless noted, calls follow the shape of the dose curve; as a rule, active = well fitted curve in the direction sought with a large enough effect; inconclusive = small, poorly fitted or top-dose-only effect, or another doubt; inactive = no such curve, though single readings can be large; an effect the other way counts as inactive or inconclusive.

The first two records as a preview:
Pol eta inh	PGK inhibitor	Pol iota inh	RXFP1 antag	APEX1 inh	Anesthetic bind	POLB inh	BLM helicase inh	POLK inh	canonical_smiles
-11%	-5%	?	-10	5%	-1%	15%	-11%	-13%	CCOc1ccccc1NC(C)C(=O)Nc1cc(C(F)(F)F)ccc1N1CCOCC1 (stereo not drawn)
2%	6%	?	6	4%	-11%	3%	0%	-11%	Cc1nnc(N/N=C/c2ccccn2)[nH]c1=O

Main list, previewed entries included:
Pol eta inh	PGK inhibitor	Pol iota inh	RXFP1 antag	APEX1 inh	Anesthetic bind	POLB inh	BLM helicase inh	POLK inh	canonical_smiles
-11%	-5%	?	-10	5%	-1%	15%	-11%	-13%	CCOc1ccccc1NC(C)C(=O)Nc1cc(C(F)(F)F)ccc1N1CCOCC1 (stereo not drawn)
2%	6%	?	6	4%	-11%	3%	0%	-11%	Cc1nnc(N/N=C/c2ccccn2)[nH]c1=O
-15%	-1%	6%	-1	0%	-12%	9%	1%	2%	COc1ccc(N(C(=O)c2ccco2)C(C(=O)NC2CCCCC2)c2cccs2)cc1OC (stereo not drawn)
-5%	0%	59%[activator]	-5	-2%	-11%	6%	2%	-3%	COC(=O)c1ccc(COc2ccc(C)cc2[N+](=O)[O-])o1
-17%	-8%	15%	-26	/	?	16%	-3%	-11%[60.1 µM]	COc1ccc(CNC(=O)c2cnn3c(C)c(Cc4c(F)cccc4Cl)c(C)nc23)cc1
2%	-3%	-6%	-8	3%	?	0%	-4%	-9%	CCCCNC(=O)C1c2ccccc2C(=O)N(c2ccc(OC)cc2)C1c1ccc(OC)cc1 (stereo not drawn)
-11%	0%	-3%	9	-7%	-12%	23%	-4%	-1%	C=CCNC(=O)C(=O)c1cccn1-c1ccsc1C(=O)OC
-10%	-6%	-5%	10	-6%	-10%	-5%	0%	3%	CCOC(=O)c1c(C)[nH]c(C)c1S(=O)(=O)NCC1CCN(Cc2cccc(F)c2)CC1
-17%	0%	19%	-4	6%	-8%	35%	-11%	-16%	Cc1ccccc1NC(=O)C1c2cccc[n+]2CC(=O)N1Cc1ccc2c(c1)OCO2 (stereo not drawn)
-17%	-3%	157%[activator]	-13	2%	-7%	-1%	0%	0%	O=C(Cc1ccccc1)NCc1cccnc1
-18%	-9%	23%	-25	34%	?	21%	-8%	0%	COc1cccc(N2CCN(C(C)C(=O)NC34CC5CC(CC(C5)C3)C4)CC2)c1 (stereo not drawn)
-16%	-7%	?	-5	?	-5%	31%	3%	-11%	O=C(CSc1nccc(=O)[nH]1)Nc1ccc(F)c([N+](=O)[O-])c1
7%	-4%	4%	-30	/	3%	-2%	-7%	1%	CCOc1ccc(CNC(=O)C2CCN(C(=O)N3CC(CC)Oc4ccc(C)cc43)CC2)cc1OC (stereo not drawn)
-8%	i	15%	3	19%	-1%	37%	7%	-4%	CC(N)=Nc1ccc([N+](=O)[O-])cc1
-23%	-8%	63%[activator]	-3	3%	-5%	-5%	4%	-2%	COc1ccc(C(=O)C2CCCN(Cc3ccc(C#CCCO)cc3)C2)cc1F (stereo not drawn)
-13%	-4%	28%	-31	-5%	-12%	2%	-5%	-17%	C/C(=N\NC(=O)C1(C)CC1(Br)Br)c1ccc([N+](=O)[O-])cc1 (stereo not drawn)

Results in POLK inh, for 3 of the compounds above:
Molecule,POLK inh
O=C(Cc1ccccc1)NCc1cccnc1,0%
COc1cccc(N2CCN(C(C)C(=O)NC34CC5CC(CC(C5)C3)C4)CC2)c1 (stereo not drawn),0%
O=C(CSc1nccc(=O)[nH]1)Nc1ccc(F)c([N+](=O)[O-])c1,-11%

Following part.
Pol eta inh	PGK inhibitor	Pol iota inh	RXFP1 antag	APEX1 inh	Anesthetic bind	POLB inh	BLM helicase inh	POLK inh	canonical_smiles
?	6%	23%	5	1%	-12%	?	1%	-6%	Cc1ccc(NC(=O)Cn2c(=O)n(CCC(=O)NC3CCN(Cc4ccccc4)CC3)c(=O)c3ccccc32)cc1
-7%	-8%	36%[activator]	-8	-3%	-18%	21%	2%	1%	O=C(Cc1ccccc1)Nc1cccnc1
-3%	-10%	8%	?	/	?	33%	2%	-2%	CC(C)c1ccc(C2c3c(-c4ccccc4O)n[nH]c3C(=O)N2Cc2ccncc2)cc1 (stereo not drawn)
-26%	-12%	10%	5	11%	-2%	31%	-1%	0%	CCCC(=O)OCC(=O)Nc1ccc([N+](=O)[O-])cc1C#N
11%	0%	12%	-12	/	2%	14%	-5%	11%	CCOC(=O)c1ccc(NC(=O)CC2Sc3ccc(C(F)(F)F)cc3NC2=O)cc1 (stereo not drawn)
-1%	3%	5%	-12	17%	/	/	/	-9%	CCOc1ccc(S(=O)(=O)Nc2cccc(C(=O)NCCCN3CCOCC3)c2)cc1
-17%	0%	12%	-1	-4%	-16%	52%	-3%	-12%	Cc1cc(C)n(CNc2nc(C(F)(F)F)cs2)n1
-16%	0%	8%	/	-22%	/	/	/	6%	CCN(C[C@H]1N[C@@](C)(C(=O)OC)[C@H]2C(=O)N(Cc3ccccc3)C(=O)[C@@H]12)S(=O)(=O)c1ccc(C(C)(C)C)cc1
/	/	/	/	-1%&5%	-3%	6%	-4%&-2%	/	CCOC(=O)CN1C(=O)N[C@@H](c2ccc(Br)cc2)C(C(C)=O)=C1C
-13%	i	15%	-12	/	/	/	/	-17%	C=CCn1c(=O)/c(=C/c2ccsc2)s/c1=C(\C#N)C(=O)NCCN1CCOCC1
3%	-1%[11.5 µM]	-12%	-23	-2%	167%[activator]	6%	-1%	-8%	COc1ccc(C2C=C(c3ccccc3)Nc3nnnn32)cc1 (stereo not drawn)
8%	i	-7%	-2	5%	-14%	1%	-2%	-7%	CCN(CC)CCCCCOc1ccccc1OC
-4%	-7%	-20%	-7	8%	-7%	-6%	-5%	-8%	COc1ccc(NCCC#N)cc1
-15%	5%	28%	/	/	/	/	/	-6%	C=CC1(C)CN(Cc2ccco2)S(=O)(=O)c2c(F)cccc2O1 (stereo not drawn)
-14%	-4%	3%	14	-2%	-2%	7%	2%	-20%	CNC(=O)CN(c1cc([N+](=O)[O-])ccc1OC)S(C)(=O)=O
-23%	4%	100%[activator]	-10	1%	-6%	14%	-5%	-5%	COc1ccc(-c2nc3c(-c4ccc(Cl)cc4)cnn3cc2C)cc1F
2%	i	6%	2	-1%	-5%	-19%	-1%	-15%	Cc1cc(NC(=O)CCC(=O)N(CC(=O)NCC2CCCO2)Cc2ccc(F)cc2)no1 (stereo not drawn)
-9%	-7%	27%	-1	?	-12%	-5%	-3%	-2%	CCC(=Nc1ccccc1OC)C1=C(O)CC(c2ccccc2)CC1=O (stereo not drawn)
-14%	9%	20%	-3	/	-13%	1%	-6%	-13%[60.1 µM]	Clc1cccc(-n2cc(-c3ccccc3)c3c(N4CCCCC4)ncnc32)c1
-2%	-10%	-11%	5	9%	-8%	10%	-9%	-4%	O=C(NNC(=S)Nc1ccccc1)C1CCCCC1
-9%	0%	-17%	6	-8%	48%[activator]	0%	-5%	-11%	COc1ccc(OC)c(/C=C2\SC(N3CCCC(C)C3)=NC2=O)c1 (stereo not drawn)
-1%	-6%	11%	-2	-4%	?	7%	-14%	-8%	CC(C)(C)NC(=O)C(c1ccncc1)N(Cc1cccs1)C(=O)Cn1nnc(-c2cccs2)n1 (stereo not drawn)
-14%	6%	28%	11	/	-13%	2%	-3%	3%	COC(=O)c1cc2occc2n1CC(=O)Nc1ccc(C)cc1Cl
1%	5%	118%[activator]	1	1%	-12%	39%	2%	-3%	Cc1cc(Nc2c(C)n(C)n(-c3ccccc3)c2=O)c2ccccc2n1
-1%	i	3%	1	-5%	-14%	2%	-4%	-17%	COc1cc(NC(=O)C(C)Oc2ccccc2)cc(OC)c1 (stereo not drawn)
-6%	9%	33%[activator]	1	5%	3%	19%	1%	-10%	O=C(NC1CCCC1)c1cc(S(=O)(=O)N2CCCC2)ccc1Cl
/	/	/	/	-1%	-4%	1%	3%	/	Cc1c2cnn(CC(=O)N3CCN(c4ncccn4)CC3)c(=O)c2c(C)n1Cc1ccc(F)cc1
?	0%	?	-5	-4%	7%	-22%	-5%	-23%	CN1CCN(C2=C(Cl)C(=O)C(c3cnc(N4CCCCC4)s3)=C(Cl)C2=O)CC1
-11%	i	21%	0	5%	0%	5%	-1%	9%	C[C@@H]1CCC2[C@](C)(CO)[C@@H](O)CC[C@]2(C)[C@@]12C[C@](CO)(CC(=O)O)CO2 (stereo partly drawn)
-6%	-22%	27%	-8	/	/	/	/	-10%	O=C(CC(=O)c1ccccn1)c1ccccc1
5%	3%	-13%	30	18%	-3%	-3%	-7%	-3%	CCc1cc(=O)oc2cc(C)cc(OC(C)C(=O)NCCCN3CCOCC3)c12 (stereo not drawn)
1%	-4%	6%	-14	1%	1%	16%	-1%	5%	COC(=O)c1ccn(C(=O)c2ccc(Cl)cc2)n1
-18%	i	13%	-3	16%	-3%	4%	-4%	-8%	Cc1ccc(C(=O)Nn2cnnc2)cc1Cl
?	3%[11.5 µM]	?	5	-4%	?	35µM*	-7%	-32%	CCc1nnc(NC(=O)CSc2ccc(-c3nc4ccccc4[nH]3)cn2)s1
-10%	-11%	21%	1	4%	-10%	4%	-11%	-8%	O=C(NCCCN1CCC(Cc2ccccc2)CC1)C1CCN(S(=O)(=O)N2CCC3(CC2)OCCO3)CC1
-17%	6%	20%	-2	69%[activator]	-13%	-1%	23%	1%	COc1ccc(CCNCc2c(OC)ccc3ccccc23)cc1OC
-21%	0%	99%[activator]	-23	1%	-15%	-21%	-5%	0%	O=C(CCCOc1ccccc1)NC(=S)Nc1ccccc1
/	/	8%	5	/	-8%	-7%	-2%	-9%	CCOC(=O)C(CC)n1nc(C)c2c(C)n(-c3ccc(C)cc3)nc2c1=O (stereo not drawn)
-18%	-1%	164%[activator]	5	23%	0%	-1%	-2%	-12%	COc1ccc(C(=O)NNC(=O)CSc2nnc(C3CC3)n2C)cc1
-6%	-9%	-24%	0	8%	/	/	/	1%	Cc1ccc2nc(SCC(=O)N(C)C3CCS(=O)(=O)C3)[nH]c2c1 (stereo not drawn)

An excerpt, so the mix of outcomes need not match the whole.
